Compound activity from PubChem.
EBV gp42 block = inhibitors of Epstein-Barr virus glycoprotein 42 | Q1HVG2 | Fluorescence polarization binding assay, mP read-out | inhibition, % (tested at 21.74 µM) | actives 0.42% (n = 220,000); in the data active = inhibition above about 50%
Target sequence (Q1HVG2 whole entry, looked up): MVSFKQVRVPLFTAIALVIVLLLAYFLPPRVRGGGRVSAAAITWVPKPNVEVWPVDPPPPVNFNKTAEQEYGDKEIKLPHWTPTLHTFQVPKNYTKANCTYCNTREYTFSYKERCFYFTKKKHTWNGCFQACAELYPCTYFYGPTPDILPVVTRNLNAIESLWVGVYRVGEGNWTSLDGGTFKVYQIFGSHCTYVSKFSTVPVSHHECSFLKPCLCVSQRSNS
Runt-CBFb FRET = inhibitors of human RUNX1 Runt domain binding to CBFb; Cerulean-Runt/Venus-CBFb FRET ratio 530/480, 1 h; inhibition, % at 20 µM; actives 0.46% (n = 220,000); AID 1496;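 active = inhibition over about 50% at 20 µM in the single-dose screen, limit read from the data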;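 note: 0% = DMSO wells and 100% = excess unlabeled CBFb competitor control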
Target sequence (Q01196 whole entry, looked up, the tested form may be a part): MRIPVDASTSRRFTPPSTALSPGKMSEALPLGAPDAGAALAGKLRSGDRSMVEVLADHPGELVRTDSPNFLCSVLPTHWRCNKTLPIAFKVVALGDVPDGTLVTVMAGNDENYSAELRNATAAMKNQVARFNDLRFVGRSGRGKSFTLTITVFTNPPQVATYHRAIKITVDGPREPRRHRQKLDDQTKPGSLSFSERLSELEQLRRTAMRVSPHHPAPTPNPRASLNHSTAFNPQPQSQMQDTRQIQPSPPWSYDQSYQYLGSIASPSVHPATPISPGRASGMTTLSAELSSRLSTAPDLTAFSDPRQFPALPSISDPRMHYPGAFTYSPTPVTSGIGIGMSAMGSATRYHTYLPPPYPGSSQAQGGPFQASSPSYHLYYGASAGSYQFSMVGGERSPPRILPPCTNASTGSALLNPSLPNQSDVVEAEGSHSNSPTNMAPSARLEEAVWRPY
Target sequence (Q13951 whole entry, looked up, the tested form may be a part): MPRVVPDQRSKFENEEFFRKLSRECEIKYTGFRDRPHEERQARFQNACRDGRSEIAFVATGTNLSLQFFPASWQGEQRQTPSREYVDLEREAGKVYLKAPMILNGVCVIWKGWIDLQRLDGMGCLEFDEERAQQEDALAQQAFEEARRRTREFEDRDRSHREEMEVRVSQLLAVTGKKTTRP
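Reagent – Venus-CBFb binding partner, 100 nM · Assay system – Cerulean-tagged RUNX1 Runt domain (FRET donor) fusion protein · Input – 100 nM per protein · Incubation – two 1 h room-temperature incubations shielded from light · Measured by – FRET fluorescence · Medium – Tris buffer pH 7.5 with salts and BSA · Benchmarks – unlabeled CBFb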
m-calpain inh = calpain II (pig) inhibition; purified calpain II, fluorogenic peptide substrate, 30 min; inhibition, % at 16 µM; actives 0.37% (n = 220,000); AID 1236;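 active = inhibition above about 50%, limit read from the data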
NCF1 inh = inhibitors of human p47phox binding. p47phox/p22phox peptide binding, fluorescence polarization, 2 h. inhibition, % at 24.7 µM. actives 0.53% (n = 220,000). P14598;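 active = inhibition above about 30%, limit read from the data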;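 note: 0% = p47phox with labelled peptide and 100% = labelled peptide alone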
Runt-SMMHC FRET = Runt domain-CBFb-SMMHC interaction inhibition. Q01196+Q13951. Cerulean-Runt/Venus-CBFb-SMMHC FRET ratio 530/480, 1 h. inhibition, % at 20 µM. actives 0.74% (n = 220,000). AID 1434;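 active = mean inhibition across duplicate retests at 20 µM reaching about 50%, limit read from the data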;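 note: 0% = DMSO wells and 100% = wells with excess untagged CBFb-SMMHC; inhibitors lower the FRET ratio by blocking Runt binding to CBFb-SMMHC; some results filed as inactive read as strong as hits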
Furin inh = blocks human furin protease activity. actives 0.061% (n = 220,000). purified furin, fluorogenic substrate cleavage. inhibition, % at 30 µM; in the data active = inhibition above about 25%; note: inactives centre near -15
TbHK1 inh = blocks Trypanosoma brucei hexokinase 1 activity | recombinant TbHK1, G6PDH-coupled NADH A340 | inhibition, % at 10 µM | actives 0.11% (n = 220,000);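 active = inhibition of 50% or more in the single-dose primary screen; inactive = inhibition below 50%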
p97 inhibitor = inhibitors of human p97 ATPase; P55072; AID 1481; actives 0.42% (n = 220,000); inhibition, % at 8 µM; recombinant p97 ATPase, Kinase-Glo ATP luminescence, 3 h; in the data active = inhibition above about 15%;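 note: 0% = DMSO vehicle and 100% = wells lacking enzyme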
RBBP9 inhibitor = blocks human serine hydrolase RBBP9; recombinant RBBP9, FP-Rh probe fluorescence polarization; inhibition, % at 7.94 µM; actives 0.2% (n = 220,000); AID 1515;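 active = inhibition above the campaign mean of all tested compounds plus 3 SD, cut at about 14% in these data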;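 note: plate controls were DMSO wells with RBBP9 for no effect and wells lacking RBBP9 protein for full effect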
Target sequence (O75884 whole entry, looked up): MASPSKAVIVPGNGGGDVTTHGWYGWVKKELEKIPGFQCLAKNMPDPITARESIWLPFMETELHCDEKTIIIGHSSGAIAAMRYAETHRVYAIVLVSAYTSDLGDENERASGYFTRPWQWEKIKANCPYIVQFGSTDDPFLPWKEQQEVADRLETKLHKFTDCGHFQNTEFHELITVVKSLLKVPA
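Controls: DMSO-treated enzyme wells and wells lacking RBBP9 | Material: RBBP9 protein | Technique: Fluorescence polarization | Replication: Single well per compound, no replicates | Buffer or medium: Tris-NaCl-Pluronic buffer, pH 8.0 | Timing: 30 min compound preincubation, 45 min probe labeling, 25 °C | Read-out basis: Percent inhibition from mP, scaled between DMSO and no-protein wells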
Active calls of the source: *; / = not tested or not shown; [ ] = dose if it differs, or a comment. An unsorted share of the library; about 2.7% have a hit in one of these screens.

SMILES	EBV gp42 block	Runt-CBFb FRET	m-calpain inh	NCF1 inh	Runt-SMMHC FRET	Furin inh	TbHK1 inh	p97 inhibitor	RBBP9 inhibitor
CCCOc1cccc(C(=O)Nc2cccc(NC(=O)c3ccco3)c2)c1	14	-2	38	-34	-3	-28	1	8	-17
CCCN(CC(=O)Nc1ccc(F)c(F)c1F)Cc1cc(=O)n2ccsc2n1	-8	-2	6	-9	3	-28	0	6	-4
O=S(=O)(CCN1CCSCC1)c1ccccc1	-6	0	6	-2	1	-16	9	-4	-11
O=C(NC12CC3CC(CC(C3)C1)C2)c1cncc(O)c1	-26	2	-105	-17	0	-16[20 µM]	-4	-1	-9
CC(=O)Oc1cc2c(cc1Cl)C(c1cccs1)CC1(CC(C)(C)NC(=S)N1)O2 (centres undefined)	4	0	-152	-4	1	-16	1	2	-1
c1ccc2nc(SCc3cn4ccccc4n3)cnc2c1	-2	6	2	2	-4	-25	-10	5	-7
CCCN1CNc2c(c(=O)[nH]c(=S)n2CCc2ccccc2)C1	-25	1	-20	-18	1	-15	-6	5	1
CCCc1n[nH]c2c1C(=O)CC(C)(C)C2	-16	-1	-9	-11	3	-16	-2	0	0
O=C(Nc1cccc(S(=O)(=O)N2CCCCCC2)c1)c1ccc2ccccc2n1	2	1	5	-57	3	-1	-4	2	-6
O=S(=O)(Cc1cccc(C(F)(F)F)c1)c1ncn[nH]1	-2	1	-8	-10	-7	-19	2	3	-4
CCOC(=O)C(NC(C)=O)C(=O)Nc1ccc(C(C)C)cc1 (centres undefined)	2	0	4	2	2	-24	-4	-2	-8
C/C(=N\Nc1ccc(C(F)(F)F)cc1[N+](=O)[O-])C(C)C	-20	2	-5	0	-10	-17	3	-1	2
Cc1cccc(C)c1-n1c(C)nn(CC2CC2)c1=O	-15	-1	-9	-4	-2	-17	1	5	-4
COc1ccccc1NS(=O)(=O)c1ccc(N/N=C(\C)C(C)C)c([N+](=O)[O-])c1	-4	-3	3	-18	-2	-22	4	0	-6
CCNc1ccc(S(=O)(=O)N(C)C)cc1NCC(=O)Nc1ccc(Br)cc1F	3	2	34	-2	0	-7	33	2	-14
Cc1ccc(OCC(=O)N2CCN(C(=O)c3ccncc3)CC2)cc1	0	-1	-16	4	3	-17	-5	-2	-5
COc1ccc(S(=O)(=O)NCc2ccccn2)c(Cl)c1Cl	-18	3	12	-7	3	-20[20 µM]	-13	3	-8
CN1C(=O)S/C(=C/c2cccn2-c2cccc(C(=O)O)c2)C1=O	0	2	18	-10	-1	-4	-7	5	4
COc1cccc(C(=O)N2CCN(Cc3ccc4c(c3)OCO4)CC2)c1OC	4	0	-16	-2	1	-13[20 µM]	0	-2	-3
CCN1CCN(CC(=O)Nc2ccc(Cl)c(Cl)c2)C(=O)C1=O	-8	0	-9	-8	6	-10	-5	-5	-10
CC(=O)N=C1SC2CS(=O)(=O)CC2N1c1cccc(Cl)c1Cl (centres undefined)	-8	-1	-20	-5	-2	-9	-3	-1	-10
Cc1nnc(NC(=O)c2ccccc2Br)s1	-7	-1	-18	-4	-1	-21	3	2	-9
Cc1ccc(-n2c(Cn3nc(C(F)(F)F)cc3C)n[nH]c2=S)cc1	-21	20	17	-6	2	-16[20 µM]	-4	-3	2
O=C(CCc1ccccc1)Nc1nnc(-c2ccccn2)o1	-3	2	-38	-1	-2	-13	-4	-6	-6
Cc1nonc1NC(=O)CSc1nc2cc(Cl)ccc2c2c1CCCC2	-19	3	24	-10	-3	-14	-4	-3	-6

Structural class: the compounds so far containing a nitro group on carbon.
SMILES	EBV gp42 block	Runt-CBFb FRET	m-calpain inh	NCF1 inh	Runt-SMMHC FRET	Furin inh	TbHK1 inh	p97 inhibitor	RBBP9 inhibitor
C/C(=N\Nc1ccc(C(F)(F)F)cc1[N+](=O)[O-])C(C)C	-20	2	-5	0	-10	-17	3	-1	2
COc1ccccc1NS(=O)(=O)c1ccc(N/N=C(\C)C(C)C)c([N+](=O)[O-])c1	-4	-3	3	-18	-2	-22	4	0	-6

Sorted by value in Furin inh (largest number first): some entries from above
Structure	EBV gp42 block	Runt-CBFb FRET	m-calpain inh	NCF1 inh	Runt-SMMHC FRET	Furin inh	TbHK1 inh	p97 inhibitor	RBBP9 inhibitor
O=S(=O)(Cc1cccc(C(F)(F)F)c1)c1ncn[nH]1	-2	1	-8	-10	-7	-19	2	3	-4
Cc1nnc(NC(=O)c2ccccc2Br)s1	-7	-1	-18	-4	-1	-21	3	2	-9
c1ccc2nc(SCc3cn4ccccc4n3)cnc2c1	-2	6	2	2	-4	-25	-10	5	-7

Next section:
SMILES	EBV gp42 block	Runt-CBFb FRET	m-calpain inh	NCF1 inh	Runt-SMMHC FRET	Furin inh	TbHK1 inh	p97 inhibitor	RBBP9 inhibitor
c1cncc(-c2nc3ccccc3s2)c1	-11	1	13	-2	0	-16	-11	11	4
Cc1cc(C2=NNC(=NCCc3ccccc3)SC2)c(C)n1CC1CCCO1 (centres undefined)	-3	2	-81	-8	4	-13	-10	5	4
CCOc1ccc(Br)cc1/C(C)=N\NC1=NCCN1	-23	-1	-10	-20	3	-4[20 µM]	0	1	-6
Cc1nc2ccc(Br)cn2c1NC(C)(C)C	-13	-2	-14	-15	4	-17[20 µM]	-10	-5	-5
O=C(CSc1nnnn1C1CCCCC1)Nc1ccccc1F	3	0	-6	0	-1	-20	-4	0	-7
CN(Cc1nc2c(s1)CCCC2)C(=O)CCc1nnc(-c2ccccc2)o1	9	0	-16	0	1	-16	-4	0	6
COC(=O)CSc1nnc(-c2cccnc2)o1	-1	-1	8	-10	-9	-20[20 µM]	6	4	-9
CCOc1cc2c(C#N)c(N3CCNCC3)nc(N)c2c(N)n1	-4	-54	-482	-12	-113	-32[20 µM]	-11	4	-4
COc1cccc(-c2noc(CCC(=O)NC3CCCCC3)n2)c1	-3	-2	-30	-7	1	-2[20 µM]	8	-8	-1
COc1n[nH]c(C(=O)NCc2ccccc2)c1[N+](=O)[O-]	-17	1	-9	-9	-2	-20	-21	5	6
Cc1c(N(C(=O)c2ccccn2)C2(C(=O)NC3CCCCC3)CCCCC2)c(=O)n(-c2ccccc2)n1C	0	1	20	1	1	-14	5	-4	-10
Cc1ccc(C)c(CN2C(=O)c3ccccc3S(=O)c3ccc(C(=O)N4CCN(c5ccccn5)CC4)cc32)c1 (centres undefined)	1	-3	-74	-6	1	-16	-10	5	-10
Cc1ccccc1NC(=O)Cn1nc(C(F)(F)F)cc1C1CC1	8	1	16	-14	-6	-6[20 µM]	-3	2	-6
Cc1ccc(/C=N/NC(=O)Cn2ccc(C(F)(F)F)n2)o1	-2	1	-3	-6	-4	-29	-8	-3	-9
COc1cccc(C2c3c(oc4ccc(F)cc4c3=O)C(=O)N2CCN2CCOCC2)c1OC (centres undefined)	-5	1	0	0	2	-3	-10	4	-5
CC/C(=N\O)c1c(O)c2c(n(-c3ccccc3)c1=O)CCCC2	-8	-4	-8	-5	0	-12	-8	1	-7
COc1ccc(NC(=O)C2c3cc(OC)c(OC)cc3C(=O)N(C)C2c2cccnc2)cc1OC (centres undefined)	-10	1	20	-12	-1	-29	0	2	0
CC(=O)NC1CC2CCCC(C1)N2CC(=O)Nc1ccccc1 (centres undefined)	-23	-1	-2	-7	-8	-30	-1	4	-6
CCc1nnc(NC(=O)c2cccc(NC(=O)C(C)C)c2)s1	-7	-1	-12	-15	0	-15[20 µM]	-5	-2	-10
O=C(NN=C1CCCCCC1)C(=O)Nc1cccc(Br)c1	1	0	24	-10	-2	-12	11	-7	-5
Cc1ccc(C(c2sc3nc(C)nn3c2O)N2CC(C)OC(C)C2)cc1 (centres undefined)	-16	0	-4	-10	2	-8[20 µM]	-5	-1	5
COc1ccc(OC)c(NC(=O)Cn2cc(C(=O)c3ccco3)c3ccccc32)c1	-14	0	0	-16	4	-6[20 µM]	-24	2	-6
Cc1cc(C)cc(N(CC(=O)N2CCN(Cc3ccccc3)CC2)S(=O)(=O)c2c(C)noc2C)c1	-14	-8	8	2	-1	-30	-9	1	-5
COc1ccc2c(c1)OC13CCCCC1C2C(C(=O)c1ccccc1)C(=O)N3 (centres undefined)	-5	-1	15	-8	-2	-12	-13	1	-6
Cc1nc(NC(=O)CSc2nnnn2C)sc1C	-6	1	-18	8	1	9[20 µM]	1	5	-2
Other compounds follow.
SMILES	EBV gp42 block	Runt-CBFb FRET	m-calpain inh	NCF1 inh	Runt-SMMHC FRET	Furin inh	TbHK1 inh	p97 inhibitor	RBBP9 inhibitor
c1ccc(C2=Nn3c(nnc3-c3cccs3)SC2)cc1	-12	2	-15	-5	2	-16	-14	5	-6
O=C(Nc1c(F)c(F)c(F)c(F)c1F)NC1CCCCC1	-19	2	-15	-17	0	-17[20 µM]	5	7	2
Cc1nn(-c2ccccc2)nc1C(=O)Nc1nnc(C(F)(F)F)s1	-5	1	-5	-9	-1	-12	-11	3	1
C/C(=N\Nc1ccc(Cl)cc1)c1c(O)cc(C)oc1=O	-12	3	10	7	6	-22	-5	0	-11
S=c1[nH]nc(-c2ccncc2)n1/N=C/C=C/c1ccccc1	-4	9	27	-13	11	-19	-22	-4	-12
O=S(=O)(c1ccc(Cl)c(S(=O)(=O)N2CCCC2)c1)N1CCCC1	-6	/	24	-10	/	-18	4	-1	-11
O=Nc1c2ccc[nH]c-2c2ccc([N+](=O)[O-])cc12	-19	-1	13	-7	2	-18	-11	5	-4
Nn1cc(-c2ccccc2)nc1SCC(=O)NCC(F)(F)F	-6	-1	6	7	1	-24	-3	0	1
COc1ccccc1C(=O)NC(=S)N1CCCc2ccccc21	-6	5	25	-11	0	-23[20 µM]	-11	4	-6
Cc1ccnc(NS(=O)(=O)c2ccc(N3C(=O)Nc4ccccc4N3O)cc2)c1	-21	0	10	-4	3	-8	3	-2	-7
CCOc1ccc(NC(=O)CSc2ccccc2N)cc1	11	1	1	1	-7	-26	1	-2	-1
Cc1ccc(/C=C2\CCCC3=C2NC(=S)NC3c2ccc(C)cc2)cc1 (centres undefined)	4	20	-12	-12	15	5	2	-3	-7
CCOC(=O)c1cnc2c(C)cccc2c1Nc1cccc(C(=O)O)c1	0	0	-8	-8	-2	3	-19	5	-8
Cc1ccc(CNc2ncccc2-c2nc3cc(Cl)ccc3o2)cc1	-17	-1	-101	-16	27	-28[20 µM]	-5	-5	-2
O=C(CNC(=O)c1ccccc1)NCCO	-15	0	32	9	3	-16	7	1	-4
COc1ccc(NC(=O)Nc2cccnc2)c(OC)c1	-7	-1	-6	-5	2	-9	-9	-3	-3
CCN(CC)S(=O)(=O)c1cccc(C(=O)N[C@H](C(=O)NCc2ccc(Cl)cc2)C(C)C)c1	-9	-2	25	-21	-1	-9[20 µM]	-3	0	-5
CCc1ccccc1N(C)S(=O)(=O)c1ccc2[nH]cc(C(=O)N3CCc4ccccc43)c(=O)c2c1	-33	-2	-30	-67	2	-8	-12	5	-22
Cc1c(NC(=O)CSc2nnnn2-c2ccc(C(=O)O)cc2)c(=O)n(-c2ccccc2)n1C	-15	1	-20	3	2	-25	0	5	-5
Cc1nn(-c2ccccc2)c(N2CCCC2)c1/C=N/NC(=O)c1cc(-c2cccnc2)nc2ccccc12	-1	-11	-136	-13	-10	1	-21	5	-6
O=C(Nc1ccc2c(c1)OCCO2)c1ccc(S(=O)(=O)N2CCCCC2)cc1	-23	-2	20	-11	5	-16	-10	1	-5
NS(=O)(=O)c1ccc(CCN=Cc2ccccc2O)cc1	-5	-3	-3	-8	-4	-6	25	2	3
CN(Cc1nc(-c2ccccc2)no1)C1CCOCC1	-10	0	-8	3	2	-19	-6	6	0
CN1CCN(C(=O)/C=C/c2ccc(Cl)cc2)CC1	-14	-2	-2	-9	39	-24	0	3	6
N=c1c(-c2nc3ccccc3[nH]2)cc(C(=O)c2cccs2)nn1-c1ccccc1	-1	-6	-68	21	-11	-11[20 µM]	-11	2	0
